AT treatment = potential ataxia-telangiectasia treatments restoring KAP-1 phosphorylation. […] A-T fibroblasts, KAP-1 phosphorylation AlphaLISA; neocarzinostatin DNA damage 30 min before lysis. Potency, µM (highest dose often 57.5 µM), without a hit: top-dose activation, actives largely listed as activators. 320,000 compounds, 0.19% hits. AID 485349; also: potency is read from the fitted curve at half-maximal effect; % of control where 0% means no effect; nearly all actives have a fitted effect of over 45% in size
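ATM-like activity read as KAP-1 phosphorylation via AlphaLISA donor/acceptor antibody pairs after lysis and 6 hr at 25C. Cells were ATM-null patient fibroblasts ([…], hTERT), dosed 60 min, then exposed to the DSB inducer NCS for 30 min.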
PTAP TSG101 blk = blocks PTAP/TSG101 interaction to inhibit HIV-1 budding; Q99816; Fluorescence polarization, FITC-PTAP peptide / Tsg101 binding; Potency, µM (highest dose often 115 µM), without a hit: at the top dose activity change, negative = inhibition, hits mostly inhibitors; 340,000 tested, under 10 active; active = well fitted inhibition curve with a large enough effect in the main read-out, with a control signal flat, not every such curve was filed as active; inconclusive = small, poorly fitted or top-dose-only effect, or effect the other way, or a change in a side signal; inactive = no such curve, though single readings can be large or run the other way; also: potency is read from the fitted curve at half-maximal effect; % of control where 0% means no effect
Target sequence (Q99816 whole entry, looked up): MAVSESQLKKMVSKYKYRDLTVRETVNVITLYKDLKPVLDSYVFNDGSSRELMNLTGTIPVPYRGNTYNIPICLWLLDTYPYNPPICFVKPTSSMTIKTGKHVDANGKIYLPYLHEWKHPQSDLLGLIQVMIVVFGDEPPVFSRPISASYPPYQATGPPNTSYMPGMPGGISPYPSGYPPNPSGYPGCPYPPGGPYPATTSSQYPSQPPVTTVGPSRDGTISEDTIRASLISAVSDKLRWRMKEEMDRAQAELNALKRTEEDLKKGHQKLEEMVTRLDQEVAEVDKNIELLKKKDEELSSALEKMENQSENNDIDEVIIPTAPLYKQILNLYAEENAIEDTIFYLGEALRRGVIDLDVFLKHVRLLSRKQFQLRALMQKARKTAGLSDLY
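FP read-out: FITC-PTAP peptide, 50 nM final, binding Tsg101 binding domain, 10 uM final; 20 min, r.t.; 10 mM HEPES pH 7.5, 0.15 M NaCl, 0.01% Tween 20, 3 mM EDTA, 0.1 mM TCEP.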
TCR activator = activators of T cell receptors; primary human leukocytes, anti-CD3, IL-2 HTRF, 48 h; Potency, µM (series often up to 9.22 µM), for inactives: at the highest dose activation of IL-2 secretion, most hits filed as activators; 330,000 tested, under 10 active; also: % of control where 0% means no effect
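Primary human leukocytes incubated 48 hr with anti-CD3 beads plus compound, without co-stimulation. Secreted IL-2 measured by HTRF (europium cryptate/d2 anti-IL-2 pair, 320 nm excitation, 665 nm emission).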
a7 integrin act = activators of alpha7 integrin expression for muscular dystrophy; 350,000 compounds, 0.064% hits; alpha7betagal myoblasts, beta-gal FDG fluorescence, 48 h; Potency, µM (series often up to 38.3 µM), without a hit: top-dose activation, usual class: activators; AID 624291;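 also: potency is read from the fitted curve at half-maximal effect; 100% = response of the positive control SU9516; nearly all actives have a fitted effect of over 60% in size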
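Alpha7betagal+/- myoblasts (passage 13) were plated 16-24 hr, then exposed to compounds (1:260 dilution of DMSO stock) for 48 hours at 37C. After MPER lysis, β-galactosidase reporter activity was read as FDG fluorescence (ex 480/em 540) after 30 minutes.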
B2AR arrestin = recruits beta-arrestin to the human beta2-adrenergic receptor; P07550; beta-arrestin recruitment to beta2AR, cell-based reporter; Potency, µM (top dose mostly 46.1 µM), for inactives: at the highest dose activation, most hits filed as activators; 330,000 compounds, 0.02% hits; AID 492947;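 also: potency is read from the fitted curve at half-maximal effect; 0% = DMSO controls and full agonism = EC100 isoproterenol or metaproterenol; nearly all actives have a fitted effect of over 65% in size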
Target sequence (P07550 whole entry, looked up): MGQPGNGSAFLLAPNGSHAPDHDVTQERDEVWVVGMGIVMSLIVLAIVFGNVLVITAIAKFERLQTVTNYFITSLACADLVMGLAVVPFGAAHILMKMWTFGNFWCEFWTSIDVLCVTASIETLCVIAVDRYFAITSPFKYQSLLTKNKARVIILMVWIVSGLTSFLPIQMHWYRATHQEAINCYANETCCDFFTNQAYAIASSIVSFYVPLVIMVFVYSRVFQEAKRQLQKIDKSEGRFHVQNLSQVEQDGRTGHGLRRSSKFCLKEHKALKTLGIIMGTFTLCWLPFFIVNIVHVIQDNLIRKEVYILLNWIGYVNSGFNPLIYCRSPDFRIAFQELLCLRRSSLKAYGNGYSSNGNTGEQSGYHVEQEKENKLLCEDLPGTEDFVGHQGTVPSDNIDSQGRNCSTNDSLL
ELG1 DNA repair = blocks ELG1-dependent DNA repair in HEK293T cells | Potency, µM (highest dose often 46.1 µM), without a hit: at the top dose activity change, negative = inhibition, usual class: inhibitors | HEK293T ELG1-luciferase reporter, luminescence, 16 h; DNA damage induced by 5-fluorouridine | 330,000 compounds, 2.3% hits; also: potency is read from the fitted curve at half-maximal effect; % is scaled to controls: 0 for no effect and ±100 for the full control effect; nearly all actives have a fitted effect of over 55% in size
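Step one: seed 2,000 cells per well. Step two: pin-transfer compound or DMSO alongside 5-fluorouridine. Step three: incubate 16 hr, 37 °C, 5% CO2. Step four: add ONE-Glo, wait 30 min, read luminescence.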
BRCA1 expr up = BRCA1 expression activation; MCF7-BRCA1-FFLuc reporter, luminescence, 48 h; response scale: scaled: vehicle 0%, 10 µM genistein 100%; Potency, µM (doses to about 46.1 µM), for inactives: at the top dose activation, hits mostly activators; 380,000 compounds, 1.1% hits; AID 624202; also: potency is read from the fitted curve at half-maximal effect; nearly all actives have a fitted effect of over 80% in size; some results filed as inactive show a strong effect at the top dose
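Quantitative HTS in MCF7 cells stably reporting BRCA1 expression via firefly luciferase. Compound treatment lasts 48 h at 37 °C in phenol-red free MEM. Activation is expressed relative to genistein at 10 microM and DMSO.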
p53 reactivation = restores transcriptional activity of mutant p53; 320,000 compounds, 0.063% hits; AID 504706; H1299 p53-A138V BP100-luciferase reporter, luminescence, 24 h; Potency, µM (doses to about 92.2 µM), for the others: top-dose activity change, positive = activation, hits mostly activators; also: potency is read from the fitted curve at half-maximal effect; % of control where 0% means no effect; nearly all actives have a fitted effect of over 45% in size
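p53-null H1299 cells stably carrying temperature-sensitive p53-A138V and a BP100-luciferase reporter were pinned with compounds (4-point, 1:5 series) and held 24 hrs at 37 deg C. Luminescence was read 10 min after detection reagent.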
TRPV1 agonist = agonists of human vanilloid receptor 1 (TRPV1); 320,000 compounds, 0.19% hits; Q8NER1; activation, % at 8.33 µM; AID 540275; TRPV1-expressing cells, Fluo-8 calcium influx, agonist mode; in the data active = activation above about 80%; inconclusive = between about 30% and that limit; also: 0% is about no effect
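TRPV1-expressing cells were cultured overnight at 35.5C and loaded with Fluo-8 calcium dye for 40 to 90 min at room temperature. After a 10 s baseline, compound was added and calcium influx was read kinetically for 3 min (ex 480/em 520 nm).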
CXXC DNA block = MLL CXXC-DNA interaction inhibition | Q03164 | MLL-CXXC / FITC-HOXA9 DNA fluorescence polarization | Potency, µM (highest dose often 115 µM), inactives show at the highest dose activity change, negative = inhibition, usual class: inhibitors | 290,000 compounds, 0.037% hits | AID 2662; active = well fitted inhibition curve with a large enough effect in the polarisation, with a control signal flat, not every such curve was filed as active; inconclusive = small, poorly fitted or top-dose-only effect, or effect the other way, or a change in a side signal; inactive = no such curve, though single readings can be large or run the other way; the % refers to the polarisation; also: potency is read from the fitted curve at half-maximal effect
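Steps: dispense CXXC domain solution (7 uM) → pin compounds or unlabeled HOX-A9 DNA control → 5 min ambient → add FLSN-HOX-A9 solution (50 nM) → spin → 30 min ambient → fluorescence polarization. Tris pH 7.5/NaCl/DTT/BSA buffer.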
The depositor's hits bear a star; ? = inconclusive; nt = no result given; [ ] = dose if it differs, or a comment. Unless noted, calls follow the shape of the dose curve; as a rule, active = well fitted curve in the direction sought with a large enough effect; inconclusive = small, poorly fitted or top-dose-only effect, or another doubt; inactive = no such curve, though single readings can be large; an effect the other way counts as inactive or inconclusive.

1	Cc1nc(-c2cccc(NC(=O)Cc3ccccc3)c2)cs1
2	Cc1ccc(NC(=O)C(=O)NCCN2CCN(Cc3ccc([N+](=O)[O-])cc3)CC2)cc1
3	CCN(CC)CC(=O)Nc1c2c(nc3ccccc13)N(C)CC2
4	O=C(Nc1cccnc1)c1ccc([N+](=O)[O-])o1
5	O=C1NC(=O)C(=Cc2ccc(Cl)c(Cl)c2)S1
6	Cc1ccccc1C1NC(=O)Cc2ccccc21 (stereo not given)

entry no.	1	2	3	4	5	6
AT treatment	-5%	-4%	11%	21%	nt	-1%
PTAP TSG101 blk	-4%	-3%	-1%	-1%	-6%	-7%
TCR activator	0%	6%[46.1 µM]	2%	4%	3%	5%
a7 integrin act	-5%	4%	-26%	-27%	-19%	7%
B2AR arrestin	0.2%	0.2%	0.3%	0.1%	nt	-0.8%
ELG1 DNA repair	?	?	0%	?	nt	-8%
BRCA1 expr up	61%	-11%	-26%	-74%	?	-12%
p53 reactivation	1%	2%	7%	-19%	nt	-3%
TRPV1 agonist	?	4	0	7	nt	4
CXXC DNA block	9%	2%	-10%	12%	nt	5%

7	CCOc1ccc(NC(=O)N(CCN(C)C)C(C)c2ccncc2)cc1 (stereo not given)
8	COc1cnc(-c2ccccn2)nc1N(C)c1ccccc1
9	CC(C)(C)c1ccc(NC(=O)CCNC(=O)c2ccco2)cc1
10	O=C(CN1CCN(c2ncccn2)CC1)Nc1ccccc1-n1cccc1
11	CC1=C(C(=O)N2CCOCC2)C(c2ccc(Br)cc2)NC(=S)N1c1ccccc1 (stereo not given)
12	Cc1nn(CCC(=O)NCCc2ccccc2Cl)c(=O)c2nn(-c3ccccc3)c(C)c12

entry no.	7	8	9	10	11	12
AT treatment	9%	20%	-3%	7%	1%	-2%
PTAP TSG101 blk	-4%	-5%	-5%	0%	1%	1%
TCR activator	4%	2%	-3%	0%	-3%	-2%
a7 integrin act	2%	37%	6%	9%	-76%[inhibitor]	-16%
B2AR arrestin	-1.0%	-0.8%	-0.1%	-0.1%	-0.2%	-0.4%
ELG1 DNA repair	13%	?	8%	?	0%	3%
BRCA1 expr up	-7%	-46%	62%	-47%	3%	0%
p53 reactivation	-1%	?	7%	-2%	-3%	-5%
TRPV1 agonist	nt	-2	7	19	0	3
CXXC DNA block	-3%	-9%	-6%	-14%	2%	-10%

13	Cc1[nH]c2ccccc2c1-c1csc(NC(=O)CSCC(=O)O)n1
14	C=CCN1C=C(C(=O)c2ccccc2)C(=O)CC1
15	N#Cc1c(NC(=O)C2CCCO2)sc2c1CCCCCC2 (stereo not given)
16	CN(CCC#N)C(=O)COC(=O)c1cc(Cl)cc(Cl)c1N
17	O=C(NC1CCCC1)C1CC(=O)N(C2CCCCCCC2)C1 (stereo not given)
18	O=C(COc1coc(CN2CCc3ccccc32)cc1=O)NCCc1ccccc1

entry no.	13	14	15	16	17	18
AT treatment	-7%	nt	-11%	5%	-1%	-1%
PTAP TSG101 blk	-2%	-4%	3%	-7%	-5%	-4%
TCR activator	3%	3%	2%[46.1 µM]	-2%	1%	-4%
a7 integrin act	0%	2%	-2%	7%	-9%	17%
B2AR arrestin	-0.5%	nt	-0.2%	-0.2%	-0.2%	0.4%
ELG1 DNA repair	1%	nt	?	-1%	2%	-12%
BRCA1 expr up	-35%	17%	24%	-27%	-1%	-9%
p53 reactivation	4%	nt	16%	1%	3%	2%
TRPV1 agonist	2	nt	?	2	nt	5
CXXC DNA block	-21%	nt	3%	-11%	-3%	nt

19	Nc1c(C(=O)N/N=C/c2ccc([N+](=O)[O-])cc2)cnn1-c1ccccc1
20	COc1ccccc1/C=N/NC(=O)C1=NNC(c2ccccc2)(c2ccccc2)C1
21	O=C(O)c1ccc(N/N=C/c2c[nH]c3ccccc23)cc1
22	Cc1nn(-c2ccccc2)nc1-c1nnc(-c2ccc(C(F)(F)F)cc2)o1
23	Cc1cccc(-n2[nH]c(C)c(C=Nc3ccc4[nH]c(=O)[nH]c4c3)c2=O)c1
24	COc1ccc(/C=C(\NC(=O)c2ccco2)C(=O)NCCc2nc3ccccc3[nH]2)cc1

entry no.	19	20	21	22	23	24
AT treatment	18%	4%	0%	-5%	7%	2%
PTAP TSG101 blk	-1%	nt	-7%	-1%	-1%	0%
TCR activator	-3%	-3%[46.1 µM]	-1%	-9%	1%[46.1 µM]	8%
a7 integrin act	-18%	nt	2%	15%	15%	-3%
B2AR arrestin	-0.5%	-0.5%	0.2%	-0.2%	-0.1%	-0.4%
ELG1 DNA repair	16%	-6%	?	3%	13%	-4%
BRCA1 expr up	-5%	nt	-74%[inhibitor]	-3%	17%	9%
p53 reactivation	8%	5%	-13%	-3%	5%	-1%
TRPV1 agonist	3	22	0	1	-3	0
CXXC DNA block	24%	9%	9%	-9%	-25%	?

25	COc1ccc(N2CC(C(=O)Nc3nnc(SCC(=O)N4CCOCC4)s3)CC2=O)cc1 (stereo not given)
26	O=C(Cn1cnnn1)NCCc1ccc(Cl)cc1Cl
27	CCOc1ccccc1NC(=O)NCc1ccccn1
28	CCC(C)Sc1nnc(Cc2cc(=O)[nH]c(=O)[nH]2)n1-c1ccc(OC)cc1 (stereo not given)
29	CC(C)CC1=NN(C(=O)c2cccnc2)C(O)(C(F)(F)F)C1 (stereo not given)
30	CCOc1ccc(-c2nn3c(-c4ccc(F)cc4)nnc3s2)cc1

entry no.	25	26	27	28	29	30
AT treatment	10%	11%	0%	11%	-2%	nt
PTAP TSG101 blk	-1%	-4%	-5%	-4%	-2%	0%
TCR activator	4%	-4%	-2%	6%	9%[46.1 µM]	0%
a7 integrin act	-6%	-4%	5%	-2%	-5%	20%
B2AR arrestin	-0.7%	-0.2%	0.3%	0.5%	0.6%	nt
ELG1 DNA repair	2%	0%	-1%	13%	1%	nt
BRCA1 expr up	5%	-30%	2%	-9%	0%	-35%
p53 reactivation	-3%	0%	-11%	-5%	6%	nt
TRPV1 agonist	-2	6	2	nt	0	nt
CXXC DNA block	-15%	3%	19%	20%	1%	nt

31	Cc1ccccc1-c1nc(CN2CCC(C(=O)O)CC2)c(C)o1
32	CCS(=O)(=O)N1Cc2ccccc2CC1C(=O)N1CCN(c2cccc(C)c2C)CC1 (stereo not given)
33	C/C(=N\NS(=O)(=O)c1c(C)cc(C)cc1C)c1ccncc1
34	Cc1noc(C)c1C(=O)NC1=NCCS1
35	CCn1ccc(C(=O)Nc2sc3c(c2C(=O)OC)CCC3)n1
36	O=C(CCCOc1ccccc1)NCC1CCCO1 (stereo not given)
37	O=C(CCCOc1ccc(Cl)cc1Cl)Nc1ccccn1
38	CC(C)(C)c1cc(CN2CCC(O)CC2)cc(C(C)(C)C)c1O

entry no.	31	32	33	34	35	36	37	38
AT treatment	2%	12%	0%	-5%	13%	4%	2%	-1%
PTAP TSG101 blk	0%	-2%	-3%	-12%	-3%	-15%	-3%	-7%
TCR activator	4%	-2%	2%	-1%	-5%	nt	3%	nt
a7 integrin act	18%	-11%	-22%	16%	-19%	9%	-16%	-31%
B2AR arrestin	-0.5%	-0.8%	0.1%	-1.0%	0.3%	0.5%	-0.9%	0.1%
ELG1 DNA repair	7%	?	-11%	?	-19%	?	?	-21%
BRCA1 expr up	46%	-48%	2%	26%	-21%	1%	10%	-2%
p53 reactivation	0%	-4%	-2%	22%	0%	?	4%	17%
TRPV1 agonist	0	-1	1	-2	0	-2	-2	4
CXXC DNA block	-3%	-5%	-13%	11%	0%	-11%	2%	0%

Reformatted with two lines to a compound: entries from further up
Results follow in this order: AT treatment, PTAP TSG101 blk, TCR activator, a7 integrin act, B2AR arrestin, ELG1 DNA repair, BRCA1 expr up, p53 reactivation, TRPV1 agonist, CXXC DNA block
31) Cc1ccccc1-c1nc(CN2CCC(C(=O)O)CC2)c(C)o1
    2%, 0%, 4%, 18%, -0.5%, 7%, 46%, 0%, 0, -3%
38) CC(C)(C)c1cc(CN2CCC(O)CC2)cc(C(C)(C)C)c1O
    -1%, -7%, nt, -31%, 0.1%, -21%, -2%, 17%, 4, 0%
35) CCn1ccc(C(=O)Nc2sc3c(c2C(=O)OC)CCC3)n1
    13%, -3%, -5%, -19%, 0.3%, -19%, -21%, 0%, 0, 0%
37) O=C(CCCOc1ccc(Cl)cc1Cl)Nc1ccccn1
    2%, -3%, 3%, -16%, -0.9%, ?, 10%, 4%, -2, 2%
32) CCS(=O)(=O)N1Cc2ccccc2CC1C(=O)N1CCN(c2cccc(C)c2C)CC1 (stereo not given)
    12%, -2%, -2%, -11%, -0.8%, ?, -48%, -4%, -1, -5%
